CHRM1 PAM = potentiates human M1 receptor response to acetylcholine; P11229; CHO-K1 hM1, Fluo-8 calcium fluorescence, ACh EC20; 0% = ACh EC20, 100% = maximal ACh; activation, % at 3 µM; 360,000 compounds, 0.088% hits; AID 588819; in the data active means activation above about 19%, passing the limit was not always enough
CHRM4 antagonist = antagonists of human muscarinic M4 receptor (CHRM4); P08173; CHO-hM4 cells, ACh EC80, Fluo-8 calcium fluorescence; inhibition, % at 3 µM; 360,000 compounds, 0.73% hits; AID 624125;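 active means inhibition above its plate's cutoff, the mean inhibition of sample wells plus 3 SD, cut at about 27% in these data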;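 further: 0% = acetylcholine EC80 with DMSO and 100% = DMSO without agonist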
Target sequence (P08173 whole entry, looked up): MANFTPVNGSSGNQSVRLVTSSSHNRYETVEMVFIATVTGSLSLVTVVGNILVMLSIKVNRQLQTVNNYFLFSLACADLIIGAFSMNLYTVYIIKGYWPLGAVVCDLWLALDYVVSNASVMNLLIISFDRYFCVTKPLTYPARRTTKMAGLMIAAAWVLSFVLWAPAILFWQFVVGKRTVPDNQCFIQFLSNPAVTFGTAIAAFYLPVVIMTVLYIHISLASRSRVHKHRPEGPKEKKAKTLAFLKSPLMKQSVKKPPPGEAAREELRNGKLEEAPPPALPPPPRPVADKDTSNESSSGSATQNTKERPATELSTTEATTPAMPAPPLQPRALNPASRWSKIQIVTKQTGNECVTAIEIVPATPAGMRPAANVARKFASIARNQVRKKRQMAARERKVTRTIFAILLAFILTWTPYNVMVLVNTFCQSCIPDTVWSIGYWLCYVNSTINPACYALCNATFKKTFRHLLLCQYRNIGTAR
CRFR2-BP antag = blocks CRF-induced signaling of the CRF-BP/CRF-R2 complex; 350,000 compounds, 0.59% hits; inhibition, % at 11.8 µM; HEK293 CRF-R2/CRF-BP, CRF-induced calcium fluorescence;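 active means inhibition of the ligand-induced calcium signal above about 50% at the single tested concentration, limit read from the data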
CHRM4 agonist = agonists of human muscarinic M4 receptor (CHRM4) | activation, % at 3 µM | CHO-K1 hM4/Gqi5, Fluo-8 calcium fluorescence; vehicle 0%, full acetylcholine response 100% | AID 624127 | 360,000 compounds, 0.14% hits | P08173;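 active means activation above the run mean over all test wells plus 3 SD, cut at about 32% in these data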;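 further: peak over basal fluorescence ratio per well then scaled between controls; 0% = DMSO wells and 100% = acetylcholine at EC100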
CHRM5 antagonist = CHRM5 antagonism in calcium assay | CHO-hM5 cells, Fluo-8 calcium fluorescence, ACh EC80 | inhibition, % at 3 µM | 360,000 compounds, 0.59% hits;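 active means inhibition above a per-plate cutoff, the mean of that plate's test compounds plus 3 SD, cut at about 27% in these data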;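 further: 0% = acetylcholine EC80 with DMSO and 100% = DMSO without agonist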
Target sequence (P08912 whole entry, looked up): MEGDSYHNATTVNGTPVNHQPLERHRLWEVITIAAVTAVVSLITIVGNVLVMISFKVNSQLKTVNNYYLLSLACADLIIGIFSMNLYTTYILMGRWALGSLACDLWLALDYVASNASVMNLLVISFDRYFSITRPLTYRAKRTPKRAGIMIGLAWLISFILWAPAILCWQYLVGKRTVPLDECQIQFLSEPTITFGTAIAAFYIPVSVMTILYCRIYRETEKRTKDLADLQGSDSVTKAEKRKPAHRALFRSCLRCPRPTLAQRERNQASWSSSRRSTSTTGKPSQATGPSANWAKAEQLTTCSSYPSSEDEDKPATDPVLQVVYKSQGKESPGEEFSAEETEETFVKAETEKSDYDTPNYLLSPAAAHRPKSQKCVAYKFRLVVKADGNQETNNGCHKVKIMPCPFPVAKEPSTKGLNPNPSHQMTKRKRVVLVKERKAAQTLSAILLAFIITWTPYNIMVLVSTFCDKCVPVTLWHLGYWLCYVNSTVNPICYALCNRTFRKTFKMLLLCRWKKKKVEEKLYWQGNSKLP
CRFBP-R2 agonist = CRF-BP/CRF-R2 complex agonism | activation, % at 13.2 µM | HEK293 CRF-R2/CRF-BP, calcium dye fluorescence (FLIPR); percent of saturating CRF peptide response | AID 588473 | 350,000 compounds, 0.46% hits;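 active means activation of at least 50%, plus an integration ratio under a set limit after plate pattern correction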;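 further: plate controls were neutral control wells without compound for no effect and CRF at EC100 for full effect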
M5 ag = agonists of human muscarinic M5 receptor (CHRM5) | P08912 | CHO-K1 hM5 cells, Fluo-8 calcium fluorescence; 0% DMSO wells, 100% maximal acetylcholine response | activation, % at 3 µM | 360,000 compounds, 0.19% hits | AID 624037;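 active means activation above the run's mean over test compounds plus 3 SD, cut at about 23% in these data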;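 further: signal is peak over basal fluorescence ratio across the kinetic read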
CHRM5 PAM = potentiates acetylcholine response at human M5 receptor. CHO-K1 hM5, Fluo-8 calcium, ACh EC20 PAM; 0% = ACh EC20, 100% = ACh EC100. activation, % at 3 µM. 360,000 compounds, 0.3% hits. AID 624038;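 active means activation above the run cutoff, the mean activation of all test compounds plus 3 SD, cut at about 18% in these data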
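Assay system – human M5 receptor in CHO-K1 cells · Read-out – % activation, ACh-normalized · Technique – Fluo-8 calcium fluorescence · Dosing – single-point, 3 µM nominal · Incubation – Fluo-8 loading 80 min at 37 °C plus 30 min room temperature · Repeats – singlicate, one well per test compound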
CHRM4 PAM = positive allosteric modulators of human muscarinic M4 receptor; AID 624126; 360,000 compounds, 0.4% hits; P08173; activation, % at 3 µM; CHO-K1 hM4/Gqi5, Fluo-8 calcium fluorescence, ACh EC20; 0% = ACh EC20, 100% = maximal ACh;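 active means activation above its plate's cutoff, the mean activation of sample wells plus 3 SD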; further: some results filed as inactive read as strong as hits
Numbers without * were called inactive; . = not tested or not shown. No enrichment for hits, and some 2.6% of all compounds hit somewhere here.

Molecule	CHRM1 PAM	CHRM4 antagonist	CRFR2-BP antag	CHRM4 agonist	CHRM5 antagonist	CRFBP-R2 agonist	M5 ag	CHRM5 PAM	CHRM4 PAM
O=S(=O)(NCc1ccc2c(c1)OCO2)c1ccc(F)c(F)c1	16	-6	5	1	0	-1.4	-2	12	7
CCCCn1c(N)c(N(CCC(C)C)C(=O)COC(=O)/C=C/c2ccc(F)cc2)c(=O)[nH]c1=O	8	-5	5	0	4	2.0	4	8	3
CNS(=O)(=O)c1cc(N(C)S(=O)(=O)c2ccc(C)cc2)c(C)cc1C	1	-3	-16	6	-7	-0.6	1	-2	7
O=C(c1ccco1)N1CCN(c2ncnc3scc(-c4cccs4)c23)CC1	-4	-4	-14	9	7	0.0	-1	-7	-10
CCN(CC1CCCO1)C(=O)C1CCN(C2CCN(Cc3ccccc3C)CC2)CC1 (stereo not drawn)	-1	-8	-11	1	-8	0.8	-5	11	-5
Nc1ccc2c(c1)C(=O)CCC2	8	-3	-7	1	-5	-1.9	5	-5	0
CCc1ccc(N(C(=O)c2ccco2)C(C(=O)NC2CCCC2)c2cccnc2)cc1 (stereo not drawn)	5	1	-7	-2	6	1.4	1	0	-4
COc1ccc(C(=O)NC(=C(Cl)Cl)S(=O)(=O)c2ccc(C)cc2)cc1	-5	-3	-8	0	15	-0.5	-8	-3	-3
COc1cccc(NC(=O)CN(C)C(=O)CCCc2nc3ccccc3c(=O)[nH]2)c1	12	-7	5	1	2	0.0	-2	1	17
CSc1ccc(-c2cccc3nncn23)cc1	1	-6	.	0	1	.	1	-3	-4
CC1(C)NC(=O)N(CCCCOc2cccc(C(F)(F)F)c2)C1=O	0	-6	12	7	-7	-6.7	7	1	1
CC(C)(C)OC(=O)C[C@@H]1C/C=C\C[C@@H](CC(=O)N(CCO)Cc2ccccc2)C(=O)N[C@@H](c2ccccc2)COC1=O	-12	4	3	16	29*	-4.8	0	-26	-2
N#Cc1cnc(Sc2ccccc2)nc1	4	0	24	2	-2	-1.1	-7	12	-1
Cc1nn(-c2ccccc2)c2nc(N)c(C#N)c(-c3ccc(C(C)(C)C)cc3)c12	1	-6	-16	0	-4	4.0	3	5	-2
Cc1[nH]c(=O)[nH]c(=O)c1CSCC(=O)OCC(=O)c1ccc(Br)cc1	-2	7	-3	10	11	-6.3	3	-6	-1
COc1ccc(/C=N/NC(=O)Nc2cccc3nsnc23)c(OC)c1	3	0	33	0	-2	1.7	1	-4	7
Cc1sc2ncn(CC(=O)NCCCC(=O)N(C)Cc3ccccc3)c(=O)c2c1C	7	2	-10	2	16	-1.1	-3	-6	-2
COCCNC(=O)C1(C)CCCN(C(=O)c2ccccc2F)C1 (stereo not drawn)	12	-16	.	0	-9	.	0	7	12
CCOC(=O)c1ccc(NC(=O)CCOc2ccc(C)cc2)cc1	5	-2	-22	0	-3	-0.2	-1	1	0
Cc1nnc2ccc(-c3ccc(NS(C)(=O)=O)cc3)nn12	1	-6	1	2	-5	0.2	0	0	7

Grouped by structure: the compounds so far with a tert-butyl group.
Molecule	CHRM1 PAM	CHRM4 antagonist	CRFR2-BP antag	CHRM4 agonist	CHRM5 antagonist	CRFBP-R2 agonist	M5 ag	CHRM5 PAM	CHRM4 PAM
CC(C)(C)OC(=O)C[C@@H]1C/C=C\C[C@@H](CC(=O)N(CCO)Cc2ccccc2)C(=O)N[C@@H](c2ccccc2)COC1=O	-12	4	3	16	29*	-4.8	0	-26	-2
Cc1nn(-c2ccccc2)c2nc(N)c(C#N)c(-c3ccc(C(C)(C)C)cc3)c12	1	-6	-16	0	-4	4.0	3	5	-2

The list goes on:
Molecule	CHRM1 PAM	CHRM4 antagonist	CRFR2-BP antag	CHRM4 agonist	CHRM5 antagonist	CRFBP-R2 agonist	M5 ag	CHRM5 PAM	CHRM4 PAM
c1ccc(CCN2CN=C(Nc3nc4ccccc4s3)NC2)cc1	-1	-4	1	4	-2	-2.9	2	5	-6
CC1CCCCC1NC(=O)CSc1nncs1 (stereo not drawn)	2	-2	3	0	-9	-0.7	-5	-2	-5
COc1ccc(/C=C2\C(=O)OCc3cc(OC)c(OC)cc32)cc1OC	15	-8	-6	2	-7	-3.0	0	3	9
N#Cc1ccccc1N1CCN(C(=O)c2ccc(NC(=O)c3ccc(Br)o3)cc2)CC1	2	-12	-4	6	4	-2.3	2	-7	1
COc1ccc(Br)cc1CNc1ccc(N2CCOCC2)cc1	5	9	16	0	8	-4.1	-5	-3	-6
O=C(N/N=C/c1ccccn1)c1ccc(Cl)c(Cl)c1	11	10	.	3	0	.	1	3	14
O=S(=O)(NCc1ccco1)N1CCOCC1	4	-4	-12	0	-13	2.5	-2	6	13
CC(=O)C(Cc1ccccc1)NC(=O)COC(=O)c1ccc(-n2cnnn2)cc1 (stereo not drawn)	5	-2	8	1	7	0.2	4	0	7
Cc1ccc(C(C(=O)NC2CCCC2)N(Cc2ccco2)C(=O)CCC(=O)Nc2cc(C)on2)cc1 (stereo not drawn)	-6	1	11	7	8	-2.7	-5	-16	-13
COc1cccc(NC(=O)N2CCC(N3CCCCC3)CC2)c1	20	-3	-6	1	-14	3.6	-2	7	22
CN(C)/C=C(\C#N)C(=O)c1cccc(Oc2ccc(Br)cc2)c1	3	-1	17	0	-9	1.2	-5	4	1
COc1ccc(NC(=O)c2sc3ncn(CC(=O)N4CCN(c5ccccn5)CC4)c(=O)c3c2C)cc1OC	-2	5	-8	12	5	1.9	-1	-4	-1
CC(C)(C)c1ccccc1NC(=O)Nc1nc(C(N)c2ccccc2)cs1 (stereo not drawn)	2	1	.	9	4	.	1	-2	6
CC(=O)N1CCN(Cc2cc(=O)oc3cc(C)c(C)cc23)CC1	-1	10	.	0	3	.	1	0	-3
COc1ccccc1NC(=O)c1sc2ncn(Cc3cccc4ccccc34)c(=O)c2c1C	2	-3	-11	0	-9	3.7	1	2	2
O=C(c1ccc(S(=O)(=O)N2CCCC2)cc1)N1CCN(c2cccc(Cl)c2)CC1	-11	2	11	3	10	-2.6	-4	-6	1
Cc1ccccc1OCC(=O)Nc1ccc(S(=O)(=O)N2CCCC2)cc1	-13	-11	26	10	0	-3.9	4	0	-1
COc1cc(NC(=O)CSCc2ccc(Cl)cc2)c(C(=O)O)cc1OC	9	-19	7	0	4	-1.2	1	4	8
CCN(CC)c1ccc(S(=O)(=O)N(CC)CC)cc1NC(=O)C1CCCC1	7	-13	10	-1	-1	0.7	-7	1	7
Cc1ccc(-c2ccc(SCC(=O)Nc3cc(C)on3)nn2)cc1	5	-5	8	-3	-1	-4.4	0	10	-3
CC(NC(=O)CN1CCOCC1)c1ccccc1 (stereo not drawn)	19	-5	1	1	5	-0.7	-4	8	3
Cc1ccc(NS(=O)(=O)c2cccc(C(=O)NC3CCN(Cc4ccccc4)CC3)c2)c(C)c1	-5	-30	-9	22	4	3.0	-6	-18	-11
Cc1ccc(S(=O)(=O)N2CCOCC2)cc1NC(=O)COc1ncnc2ccccc12	9	3	-1	1	7	0.4	-1	8	15
CNC(=S)N1C2CCCC1CC(NC(=O)c1ccc(F)cc1)C2 (stereo not drawn)	2	10	7	1	-5	-2.7	0	1	6
Cc1cc2cc(OCc3ccccc3)ccc2n1C	-4	2	-3	1	7	5.3	-1	2	0
CCCC(=O)NC1CCc2cc(OC)c(OC)c(OC)c2-c2ccc(OC)c(=O)cc21 (stereo not drawn)	17	-13	6	0	-4	3.3	2	6	6
COc1ccc(C)cc1N(CC(=O)NC1CCCC1)C(=O)CCC(=O)Nc1nc(C)cs1	12	-7	15	4	-1	0.0	1	0	3
CCC(C(=O)NC(CC(=O)O)c1ccc(Cl)cc1)c1ccccc1 (stereo not drawn)	3	-1	5	0	13	-4.4	-4	-3	-12
Cc1cc(C(=O)OC(C)C(=O)Nc2nc(-c3ccccc3)cs2)c(C)o1 (stereo not drawn)	-4	-7	-23	-3	0	-0.1	-4	-5	7
COc1cc2c(cc1NC(=O)COC(=O)C1CC(=O)N(Cc3ccco3)C1)oc1ccccc12 (stereo not drawn)	3	-2	6	6	4	0.4	-8	-9	-1
Cc1ccc(S(=O)(=O)Cn2nnnc2C(C(C)C)N2CCC(O)CC2)cc1 (stereo not drawn)	-4	9	-4	1	3	-1.2	-1	0	-9
COc1ccc(C(c2nnnn2C2CCCCC2)N2CCN(C/C=C/c3ccccc3)CC2)cc1 (stereo not drawn)	-26	31*	.	1	58*	.	-7	-22	-16
CC(=O)c1cccc(NC(=O)C(C)OC(=O)C2=NNC(=O)CC2)c1 (stereo not drawn)	5	-11	10	1	-8	-0.9	-4	-2	6
COc1ccc2c(c1)CCc1cn[nH]c1-2	4	-3	-10	0	-3	-1.4	-4	0	1
CC(C)C1N(C(=O)CN2CCCCC2)CCN1S(=O)(=O)c1ccccc1 (stereo not drawn)	2	0	16	0	4	0.0	-3	1	2
CC12CCC(=O)C=C1CCC1C2CCC2(C)C1CC1C3C(=O)N(Cc4ccccc4)C(=O)C3CC(=O)C12 (stereo not drawn)	-6	-5	-5	1	16	-0.2	-4	-5	2
CNC(=O)Nc1cccc(-c2ccnc(C)n2)c1	3	-22	0	1	2	-2.1	3	6	1
CC(=O)Nc1ccc(S(=O)(=O)Nc2ccc(-c3ccc4nnc(C)n4n3)cc2)cc1	5	-9	-2	1	-11	-1.9	-2	13	3
CCOc1ccc(NC(=O)c2cccc3c2C(=O)N(Cc2cccnc2)C3)cc1	-8	6	0	2	10	-1.8	-7	-10	-2
Cc1cc(C)c(NC2=NCC(=O)N2C2CCCCC2)c(C)c1	1	1	-6	-1	6	3.2	-7	4	1
CCOC(=O)c1c(C)n(CC)c2c1cc(O)c1ccccc12	5	-4	3	-2	1	-1.6	-10	4	5
Cc1c(C(=O)OCCN2CCCCC2)oc2ccccc12	-21	23	11	1	1	3.9	-8	-11	-19
COc1ccc(NC(C)=O)cc1C#N	2	13	-11	0	-9	-0.4	-5	-9	-7
O=[N+]([O-])c1ccc2nc(SCc3cn4cccnc4n3)[nH]c2c1	3	-8	19	0	0	-3.7	-2	-5	4
CC(C)(CO)NCc1ccc(Br)cc1	-1	0	13	1	2	-0.7	-6	-2	-1
CCn1c2ccccc2c2cc(NC(=O)c3ccccc3-c3ccccc3C(=O)O)ccc21	7	0	11	0	8	1.9	-4	-2	2
CC1(C(=O)NS(=O)(=O)c2ccccc2Cl)CCN1C(=O)C/C=C/c1ccccc1 (stereo not drawn)	7	-9	.	-1	3	.	0	-2	3
O=C(Nc1ccccn1)c1cccc(S(=O)(=O)N2CCc3ccccc3C2)c1	1	-1	4	6	6	-0.3	0	-3	-3
O=C(CCNC(=O)Cn1ccc2ccccc2c1=O)NCCc1ccc(Cl)cc1	2	-7	8	0	-6	-0.4	-4	-3	-4
CCOC(=O)C1CCCN(S(=O)(=O)c2ccc3c(c2)NC(=O)CO3)C1 (stereo not drawn)	-1	-6	5	2	-9	-0.8	5	10	5
Cc1ccc(NC(=O)CNc2ccc(Cl)c(Cl)c2)cc1S(=O)(=O)N(C)C	-15	33*	-28	27	24	0.0	9	-14	-11
COc1ccc(C(C)=O)cc1CSCc1cc(C(C)=O)ccc1OC	2	-4	38	1	7	0.1	-4	-4	1

Screening results as filed in PubChem BioAssay.
